PI4K2A inh: blocks human PI4K2A kinase activity | 420,000 tested, 0.13% active | AID 1346378 | purified PI4K2A, ADP-Glo luminescence, 1 h; hits give low values | activity change, negative = inhibition, % at 76.9 µM; in the data active = activity change below about -50%; inconclusive = mostly about -30% to -49%;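 also: -100% = wells without enzyme as full effect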
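ADP-Glo luminescence measured ADP generated by PI4K2A enzyme (4 ug/mL before mixing) with 1.2 mM PI substrate (pre-mix) and 300 microM ATP (pre-mix). Tris pH7.5 buffer with MgCl2, Triton X-100; 1 h reaction at ambient temperature.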
rTrxR1 inhibitor: blocks rat thioredoxin reductase 1; Potency, µM (top dose mostly 114 µM), for inactives: top-dose activity change, negative = inhibition, most hits filed as inhibitors; AID 588453; recombinant rTrxR1, NADPH fluorescence consumption, selenite substrate; 390,000 tested, 1% active; O89049; also: potency is read from the fitted curve at half-maximal effect; % is scaled to controls: 0 for no effect and ±100 for the full control effect; nearly all actives have a fitted effect of over 65% in size
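Rat TrxR1 (90 nM in the dispensed reagent) was pre-reduced with 400 uM NADPH for 5 min at room temperature, then incubated with compound for 15 min. After 400 uM selenite was added, NADPH fluorescence (Ex 340/Em 450 nm) was followed for 8 min.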
Pin1 inh: human Pin1 inhibition | Q13526 | Pin1 FP peptide displacement, HiFluor488, 10 min | Potency, µM (titrated, usually from 115 µM), inactives show at the highest dose activity, negative = inhibition, actives largely listed as inhibitors | 390,000 tested, 0.009% active | AID 504891; active = well fitted inhibition curve with a large enough effect in the polarisation, with a control signal flat, not every such curve was filed as active; inconclusive = small, poorly fitted or top-dose-only effect, or effect the other way, or a change in a side signal; inactive = no such curve, though single readings can be large or run the other way; the % refers to the polarisation; also: potency is read from the fitted curve at half-maximal effect; % is scaled to controls: 0 for no effect and ±100 for the full control effect
Target sequence (Q13526 whole entry, looked up): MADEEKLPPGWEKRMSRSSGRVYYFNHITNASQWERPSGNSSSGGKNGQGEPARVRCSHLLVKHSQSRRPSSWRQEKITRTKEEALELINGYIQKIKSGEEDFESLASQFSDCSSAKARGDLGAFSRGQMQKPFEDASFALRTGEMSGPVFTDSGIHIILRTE
GLS inh: inhibitors of human glutaminase (GLS); O94925; AID 624170; 410,000 tested, 0.21% active; Potency, µM (highest dose often 45.5 µM), without a hit: top-dose activity change, negative = inhibition, hits mostly inhibitors; GLS enzymatic activity, qHTS titration; also: potency is read from the fitted curve at half-maximal effect; % is scaled to controls: 0 for no effect and ±100 for the full control effect
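Compounds were pin-transferred onto hKGA, after which L-glutamine (1 mM solution) and a detection mix of glutamate oxidase, HRP and Amplex Red were added. Initial and 30 min RT fluorescence reads were collected.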
USP1 inh: USP1/UAF1 (human) deubiquitinase inhibition; Potency, µM (series often up to 57.1 µM), inactives show top-dose activity change, negative = inhibition, actives largely listed as inhibitors; O94782; 390,000 tested, 0.23% active; recombinant USP1/UAF1, Ub-Rhodamine cleavage fluorescence; AID 743255; also: potency is read from the fitted curve at half-maximal effect; % is scaled to controls: 0 for no effect and ±100 for the full control effect; nearly all actives have a fitted effect of over 60% in size; inactives centre near -12
Target sequence (O94782 whole entry, looked up): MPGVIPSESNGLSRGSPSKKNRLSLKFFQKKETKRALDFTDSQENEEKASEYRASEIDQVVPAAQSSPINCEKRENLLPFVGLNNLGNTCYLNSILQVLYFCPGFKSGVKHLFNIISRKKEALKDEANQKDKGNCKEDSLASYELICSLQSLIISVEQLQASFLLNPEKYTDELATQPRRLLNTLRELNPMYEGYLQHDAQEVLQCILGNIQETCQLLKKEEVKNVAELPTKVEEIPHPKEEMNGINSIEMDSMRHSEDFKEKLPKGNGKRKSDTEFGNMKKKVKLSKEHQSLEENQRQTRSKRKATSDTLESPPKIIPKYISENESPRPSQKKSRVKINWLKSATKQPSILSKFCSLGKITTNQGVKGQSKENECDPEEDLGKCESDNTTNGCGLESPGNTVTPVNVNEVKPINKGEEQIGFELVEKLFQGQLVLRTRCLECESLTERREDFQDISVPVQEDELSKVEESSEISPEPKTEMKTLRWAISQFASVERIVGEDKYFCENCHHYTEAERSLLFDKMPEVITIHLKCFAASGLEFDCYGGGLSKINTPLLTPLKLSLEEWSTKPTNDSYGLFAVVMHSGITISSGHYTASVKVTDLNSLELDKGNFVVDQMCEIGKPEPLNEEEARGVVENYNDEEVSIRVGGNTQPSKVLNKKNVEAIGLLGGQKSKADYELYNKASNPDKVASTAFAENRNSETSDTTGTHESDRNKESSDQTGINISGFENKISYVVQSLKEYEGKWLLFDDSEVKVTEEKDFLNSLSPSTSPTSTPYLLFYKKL
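Step one: compound is pinned into 1nM USP1/UAF1 in HEPES pH 7.8 buffer with TCEP. Step two: 15 min room-temperature incubation. Step three: Ub-Rho (150nM final) starts cleavage, tracked by fluorescence over six one-minute reads.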
IDH1 R132H inh: inhibitors of human mutant IDH1 R132H | O75874 | IDH1-R132H enzyme, NADPH consumption, diaphorase/resazurin fluorescence | Potency, µM (top dose mostly 76.6 µM), inactives show top-dose activity change, negative = inhibition, hits mostly inhibitors | 390,000 tested, 0.093% active | AID 602179; also: potency is read from the fitted curve at half-maximal effect; % is scaled to controls: 0 for no effect and ±100 for the full control effect; nearly all actives have a fitted effect of over 65% in size
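IDH1-R132H (0.5 ug/mL) preincubated 30 min with compound, then NADPH (0.016 mM) and alpha-KG (2 mM) added; 80 min at RT, pH 7.5. Remaining NADPH coupled via diaphorase/resazurin to fluorescence (540/590 nm); concentration-response curves normalized to no-enzyme control.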
HP1b binding inh: blocks HP1-beta chromodomain binding to methylated histone tails | P83916 | AlphaScreen HP1-beta / biotin-H3K9me3 peptide binding | Potency, µM (series often up to 114 µM), for the others: top-dose activity change, negative = inhibition, hits mostly inhibitors | 390,000 tested, 0.56% active | AID 540317; also: potency is read from the fitted curve at half-maximal effect; nearly all actives have a fitted effect of over 70% in size; inactives centre near 23
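AlphaScreen: HP1-beta (50 nM) preformed 30 min with biotin-H3(1-18)K9me3 peptide (50 nM) in PBS pH 7.4, 0.01% Tween-20. Compound added for 30 min at RT, then streptavidin donor/nickel chelate acceptor beads (10 ug/mL) for 30 min.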
Tb PGK inh: T. brucei PGK inhibition; P07378; Potency, µM (doses to about 57.5 µM), without a hit: top-dose activity change, negative = inhibition, hits mostly inhibitors; 380,000 tested, 0.043% active; PGK/GAPDH coupled, Kinase-Glo luminescence, 60 min; AID 602233; also: potency is read from the fitted curve at half-maximal effect; % is scaled to controls: 0 for no effect and ±100 for the full control effect; nearly all actives have a fitted effect of over 60% in size
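Recombinant glycosomal PGK reaction used 1,3-bisphosphoglycerate generated in-well by GAPDH (100nM final) in 100mM TEA pH 7.6, 5mM MgCl2, 0.01% Tween-20. After 60 minutes at room temperature, ATP was read by Kinase-Glo Plus luminescence end-point.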
TrxR1 substrate: is turned over as a substrate by rat TrxR1 | O89049 | purified TrxR1 substrate turnover, NADPH consumption readout | Potency, µM (doses to about 114 µM), inactives show at the highest dose activity change, negative = substrate turnover | 390,000 tested, 0.01% active; also: potency is read from the fitted curve at half-maximal effect; % is scaled to controls: 0 for no effect and ±100 for the full control effect; nearly all actives have a fitted effect of over 50% in size
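Rat TrxR1, dispensed at 90 nM, was prereduced with 400 uM NADPH (final) for 5 min at ~22 deg C, then incubated with compound 15 min before 400 uM selenite. A first-read NADPH fluorescence drop versus no-compound background flagged substrates.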
The depositor's hits bear a star; i = inactive; ? = inconclusive; . = not tested or not shown; [ ] = remark or other dose. Unless noted, calls follow the shape of the dose curve; as a rule, active = well fitted curve in the direction sought with a large enough effect; inconclusive = small, poorly fitted or top-dose-only effect, or another doubt; inactive = no such curve, though single readings can be large; an effect the other way counts as inactive or inconclusive.

SMILES | PI4K2A inh | rTrxR1 inhibitor | Pin1 inh | GLS inh | USP1 inh | IDH1 R132H inh | HP1b binding inh | Tb PGK inh | TrxR1 substrate
CC(C)(C)c1ccc(C(=O)C2CCCN(C(=O)CCn3cncn3)C2)cc1 (configuration not stated) | 6 | 18% | 0% | 0% | -21% | 3% | 35%[activator] | -1% | 6%
CCOc1ccc(OCCC(=O)OCC(=O)NCc2ccc(Cl)cc2)cc1 | -4 | -2%[57.1 µM] | 3% | -12% | -28% | -1% | 20% | i | -11%[57.1 µM]
O=S(=O)(Nc1cc(F)ccc1F)c1ccc2[nH]c3c(c2c1)CCCCC3 | 2 | 6%[57.1 µM] | ? | -1% | -16% | -2% | -26% | i | -11%[57.1 µM]
CC(=O)Nc1ccc(Cl)c(C(N)=O)c1 | 2 | 10% | 4% | -4% | -16% | -3% | 26% | 3% | 6%
CCOC(=O)C1=C(CN2CCCCC2)NC(=O)NC1c1ccc(C)cc1 (configuration not stated) | 1 | 12% | 2% | 6% | -27% | 5% | 9% | -8% | 8%
Cc1cccc(-c2noc(CCCC(=O)NCC3CCCO3)n2)c1 (configuration not stated) | 2 | 20%[57.1 µM] | 0% | -10% | 4% | 1% | 28% | -6% | -14%
NC(=O)c1ccc(NC(=O)CN2CCN(Cc3ccccc3)CC2)cc1 | 0 | -3% | -4% | -3% | -15% | 10% | 61%[activator] | . | -6%
CCOC(=O)N1CCN(C(=O)c2cc(COc3ccc4ncccc4c3)on2)CC1 | -1 | 0%[57.1 µM] | -6% | 0% | -10% | 3% | 35% | -5% | 1%[57.1 µM]
COc1cccc(NC(=O)CN(C)C(=O)[C@@H]2CCCN2C(=O)c2cccs2)c1 | 3 | 19% | 1% | -4% | -14% | -1% | 45%[activator] | 0% | -1%
Cc1ccc2c(Cl)c(C(=O)NCC3CCCO3)sc2c1 (configuration not stated) | 0 | 27% | 3% | 7% | -17% | 8% | 12% | -2% | 8%
O=c1[nH]cnc2c1cnn2Cc1ccccc1 | -1 | -7% | -4% | -6% | -18% | 2% | 18% | -7% | 8%[57.1 µM]
Cc1ccc(C(=O)Nn2cnnc2)cc1 | 6 | 9% | -3% | -9% | -19% | 11% | 33% | -6% | 4%
COc1cccc(C2=C(C(C)=O)Sc3nnc(C4CCCCC4)n3N2C(C)=O)c1 | 13 | 3%[57.1 µM] | 3% | 9% | ? | ? | 30% | -4% | 0%[57.1 µM]
COC(=O)c1scc(S(=O)(=O)C(C)(C)C)c1N | -1 | 4% | 4% | 1% | -13% | 6% | 4% | -8% | 9%[57.1 µM]
CCCN(CCC)C(=O)c1cc(-c2ccc3c(c2)OCO3)nc2ccccc12 | 0 | -2% | ? | 0% | -5% | 1% | 85%[activator] | 0% | 22%
O=C(N[C@H]1C/C=C\C[C@H](CC(=O)N(CCO)Cc2ccccc2)C(=O)N[C@H](Cc2c[nH]c3ccccc23)COC1=O)OCC1c2ccccc2-c2ccccc21 | -3 | 12%[57.1 µM] | 2% | -1% | ? | -5% | 12% | -3% | 11%[57.1 µM]
O=[N+]([O-])c1cccnc1C1OCCO1 | -2 | . | . | -4% | -23% | 0% | . | 13% | .
CCc1ccc(NC(=O)[C@H](NC(=O)[C@@H]2Cc3ccccc3CN2)c2ccccc2)cc1 | -1 | -19% | 0% | -5% | -15% | 0% | 26% | 6% | -16%
CN(C(=O)c1ccccc1C(=O)OCC(=O)c1ccc(F)cc1)c1ccccc1 | 3 | 13% | 6% | -11% | -20% | 12% | 26% | -2% | -4%
Cc1ccc(-c2ccccc2[C@@H]2C[C@H]3CN(C)C(=O)[C@]34CCCN24)o1 | 8 | 5%[57.1 µM] | -2% | 3% | ? | -13% | -12% | -4% | 3%[57.1 µM]
COc1ccc(-n2c(=O)c3c4c(sc3n3c(=S)[nH]nc23)COC(C(C)C)C4)cc1 (configuration not stated) | -3 | 11%[11.4 µM] | -6% | -17% | -17% | 11% | 6% | -9% | 16%[57.1 µM]
CC(=O)Nc1ccc(NC(=O)CSc2nnc(CNc3ccc(F)cc3)n2CC2CCCO2)cc1 (configuration not stated) | 2 | 17%[57.1 µM] | 0% | 0% | -7% | -2% | 0% | 9% | 6%[57.1 µM]
CCOC(=O)C1(Cc2ccccc2)CCN(Cc2ccc(COC)o2)CC1 | -3 | -12%[57.1 µM] | 0% | 1% | -9% | 0% | 28% | -6% | -10%[57.1 µM]
CC(C)(C)OC(=O)N1CCC[C@H]1c1nnc(SCc2c(Cl)cccc2Cl)o1 | -2 | 9%[57.1 µM] | 0% | -1% | -21% | 6% | 69%[activator] | -2% | -8%[57.1 µM]
CCCNC(=O)c1csc(Nc2cccc3ccccc23)n1 | -1 | 17% | -6% | -1% | -21% | -15% | -5% | -1% | -2%
O=C(CNc1ccc(F)cc1F)NC(=O)NCc1ccco1 | -1 | 1% | 1% | 2% | 0% | 32%[activator] | -12% | -4% | -2%
O=C(CCN1C(=O)S/C(=C\c2ccccc2)C1=O)N1CCCCC1 | 0 | 1% | 3% | -3% | -17% | 4% | -9% | i | 0%
O=C(CNC(=O)c1ccccc1F)OCCCOC(=O)CNC(=O)c1ccccc1F | -2 | 3% | 0% | 5% | -6% | -2% | 7% | -7% | -1%
O=C(CCc1c[nH]c2ccccc12)NCCOc1ccccc1 | 6 | 10% | 3% | 8% | -16% | -8% | -9% | 12% | -1%
CC(=O)Nc1ccc(S(=O)(=O)Nc2nccc(C3Cc4ccccc4C(=O)O3)n2)cc1 (configuration not stated) | 1 | 3% | -16% | 9% | -14% | -3% | 32% | 0% | 6%
CCCCCC(=O)N1C[C@H](n2cc(C3CC3)nn2)[C@@H](O)C[C@@H]1c1ccc(OC)cc1 | 5 | . | . | -14% | -24% | 6% | . | i | .
Cc1ccc(S(=O)(=O)N2CCc3ccccc3C2CC(=O)O)cc1 (configuration not stated) | -1 | 1% | -1% | -4% | -21% | 0% | 40%[activator] | -11% | 2%
COc1ccccc1C(=O)NCCC(=O)N1CC=C(c2ccccc2)CC1 | -1 | -18% | -10% | 13% | 2% | -2% | 30% | 9% | -10%
O=C(N=C1N=C2C=CC(Br)=CN2Cc2ccccc21)c1ccc([N+](=O)[O-])cc1[N+](=O)[O-] | -2 | 11% | -3% | 7% | -6% | -1% | -9%[57 µM] | -1% | 0%
CC(C)NC(=O)COC(=O)c1ccc(Cl)c(S(N)(=O)=O)c1 | 2 | 22%[57.1 µM] | 2% | -17% | -19% | 0% | 28% | -5% | -4%
NS(=O)(=O)c1ccc(NC(=S)N2CCN(c3ccccc3Cl)CC2)cc1 | -1 | 0% | 3% | -1% | -8% | 3% | 21% | -5% | -6%
COc1cc(CN2CCN(C(=O)c3ccc(-c4ccccc4)cc3)CC2)cc(OC)c1OC | 3 | 0% | -5% | -3% | -23% | 0% | ? | 0% | -7%
CCn1cc(C(=O)N2CCN(Cc3ccc4c(c3)OCO4)CC2)c(=O)c2ccc(C)nc21 | -11 | 9% | -8% | 0% | 3% | 0% | 9% | 0% | 4%
C=CCN(c1ccccc1OC)S(=O)(=O)c1cccc(C(=O)NCc2ccco2)c1 | -2 | 4%[2.29 µM] | -6% | 1% | 6% | 7% | 12%[57 µM] | 2% | 8%[57.1 µM]
CN(CC(=O)N1CC=C(c2ccccc2)CC1)S(=O)(=O)c1ccc2c(c1)c(=O)n(C)c(=O)n2C | -12 | -21% | 8% | -2% | -1% | -8% | 43%[activator] | 3% | -3%
O=C1C(C=NCC2CCCO2)=C(O)c2ccccc21 (configuration not stated) | -6 | -5% | 5% | -6% | -12% | 0% | 11% | -6% | -8%
COc1ccc(S(=O)(=O)N2CCCC(N(C)CCc3ccccc3)C2)cc1OC (configuration not stated) | 6 | -8% | 0% | -7% | -7% | 4% | 3% | -8% | 2%
O=C(Cn1ccc2ccccc21)Nc1ccc2c(c1)OCO2 | 8 | -6%[57.1 µM] | 1% | 2% | -20% | -8% | 13% | -2% | -5%[57.1 µM]
Cn1c(=O)cc(SCC(=O)NCC2CCCO2)c2ccc(Cl)cc21 (configuration not stated) | -3 | 11%[57.1 µM] | -4% | 6% | -4% | 1% | 17% | -6% | 17%[57.1 µM]
Cc1cccc(NC(=O)CSc2cccc[n+]2[O-])c1C | -6 | 18%[57.1 µM] | 0% | -16% | 5% | -4% | 6%[57 µM] | -2% | 10%[57.1 µM]
Nc1ccc(C(=O)OCC(=O)N2CCOCC2)cc1[N+](=O)[O-] | 7 | 12% | 2% | -6% | -23% | 0% | 43%[activator] | -7% | 2%
COc1cccc(C(=O)NC2CCN(C(=O)N3CCCCC3)CC2)c1 | 3 | 10% | -15% | 3% | -8% | -7% | 17% | -8% | -2%
COCC(C)NC(=O)CCS(=O)(=O)c1nc(-c2ccc(OC)cc2)cc(C(F)(F)F)n1 (configuration not stated) | 7 | 56µM* | 5% | 3% | -23% | 4% | 47% | 2% | 17%

Results in PI4K2A inh and HP1b binding inh, for 2 of the compounds above:
Structure | PI4K2A inh | HP1b binding inh
C=CCN(c1ccccc1OC)S(=O)(=O)c1cccc(C(=O)NCc2ccco2)c1 | -2 | 12%[57 µM]
COc1cc(CN2CCN(C(=O)c3ccc(-c4ccccc4)cc3)CC2)cc(OC)c1OC | 3 | ?

Some of the compounds tested (hit frequency here may not be typical).
